# GLA spleen mod: inhibitors or activators of human alpha-galactosidase in spleen homogenate; Potency, µM (highest dose often 80 µM), for the others: at the highest dose activity change, negative = inhibition, usual class: inhibitors; P06280; human spleen homogenate, 4MU-alpha-Gal fluorescence, 40 min; AID 2107; hit rate 0.008% among 240,000;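 also: 0% = enzyme with vehicle and -100% = no enzyme basal signal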
# Target sequence (P06280 32-429 limits assumed): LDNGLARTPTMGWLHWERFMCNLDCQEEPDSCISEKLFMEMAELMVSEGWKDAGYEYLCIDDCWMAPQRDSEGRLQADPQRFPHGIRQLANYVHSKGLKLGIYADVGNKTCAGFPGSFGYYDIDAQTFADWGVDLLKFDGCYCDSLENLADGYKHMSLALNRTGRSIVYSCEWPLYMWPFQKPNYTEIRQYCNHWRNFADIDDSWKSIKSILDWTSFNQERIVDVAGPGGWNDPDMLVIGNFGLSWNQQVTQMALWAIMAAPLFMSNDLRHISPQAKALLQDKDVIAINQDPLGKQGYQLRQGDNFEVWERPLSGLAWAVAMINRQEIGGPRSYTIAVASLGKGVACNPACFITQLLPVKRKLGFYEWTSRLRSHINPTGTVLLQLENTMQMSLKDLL
#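 Fluorogenic readout (Ex 365/Em 440 nm) of 4-methylumbelliferone released from 1 mM 4-MU-alpha-galactoside by spleen homogenate, 40 min at 37C, pH 5.0. Data normalized to no-enzyme and enzyme controls; Hill-equation AC50 from compound titrations.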
# ALDH1A1 block: ALDH1A1 (human) enzyme inhibition | P00352 | Purified ALDH1A1, NADH fluorescence, propionaldehyde substrate | Potency, µM (top dose mostly 75.3 µM), for the others: top-dose activity, negative = inhibition, usual class: inhibitors | hit rate 7.3% among 220,000 | AID 1030; active = well fitted inhibition curve with a large enough effect, not every such curve was filed as active; inconclusive = small, poorly fitted or top-dose-only effect, or another doubt; inactive = no such curve, though single readings can be large or run the other way;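 also: plate controls were no enzyme wells and a reference inhibitor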
# RGS12 GoLoco inh: RGS12 GoLoco-Gai1 interaction inhibition. Gai1:RGS12 GoLoco peptide FP, rhodamine, 10 min. Potency, µM (series often up to 61.6 µM), for the others: at the highest dose activity, negative = inhibition, hits mostly inhibitors. hit rate 0.44% among 230,000; active = well fitted inhibition curve with a large enough effect, not every such curve was filed as active; inactive = no such curve, though single readings can be large or run the other way; also: % is scaled to controls: 0 for no effect and ±100 for the full control effect; nearly all actives have a fitted effect of over 30% in size; many of its hits are not listed in these tables
# Target sequence (P63096 whole entry, looked up): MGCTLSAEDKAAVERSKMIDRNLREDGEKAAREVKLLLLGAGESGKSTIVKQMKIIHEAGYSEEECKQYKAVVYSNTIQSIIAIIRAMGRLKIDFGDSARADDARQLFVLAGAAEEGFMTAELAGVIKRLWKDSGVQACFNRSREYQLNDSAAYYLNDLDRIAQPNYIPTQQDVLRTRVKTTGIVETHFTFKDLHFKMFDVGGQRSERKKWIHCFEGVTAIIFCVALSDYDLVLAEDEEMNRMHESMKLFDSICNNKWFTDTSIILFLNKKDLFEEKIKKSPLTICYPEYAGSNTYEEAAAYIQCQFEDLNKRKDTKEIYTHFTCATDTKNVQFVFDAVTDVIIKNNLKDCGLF
# aGlu spleen mod: inhibitors or activators of human alpha-glucosidase in spleen homogenate; human spleen homogenate, 4-MU-alpha-glucoside fluorescence; Potency, µM (doses to about 79.9 µM), for the others: top-dose activity change, negative = inhibition, actives largely listed as inhibitors; hit rate 0.006% among 240,000;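 also: 0% = enzyme with vehicle and -100% = no enzyme basal signal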
#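 Enzyme source: human spleen homogenate, 1 ug/well. Buffer 50 mM citric acid/K phosphate pH 5.0, 0.01% Tween-20. 4-MU-alpha-glucoside 1 mM; 37 C x 40 min; NaOH/glycine stop; fluorescence.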
# KDM4E inh: blocks human JMJD2E demethylase activity; AID 2147; Potency, µM (highest dose often 57.1 µM), for the others: at the highest dose activity change, negative = inhibition, usual class: inhibitors; hit rate 1.6% among 230,000; JMJD2E catalytic domain, FDH-coupled NADH fluorescence (FDH is formaldehyde dehydrogenase); active = well fitted inhibition curve with a large enough effect, not every such curve was filed as active; inconclusive = small, poorly fitted or top-dose-only effect, or another doubt; inactive = no such curve, though single readings can be large or run the other way;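 also: 0% = wells with enzyme and -100% = buffer wells without enzyme; nearly all actives have a fitted effect of over 50% in size; many of its hits are not listed in these tables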
# Target sequence (B2RXH2 1-337 limits assumed): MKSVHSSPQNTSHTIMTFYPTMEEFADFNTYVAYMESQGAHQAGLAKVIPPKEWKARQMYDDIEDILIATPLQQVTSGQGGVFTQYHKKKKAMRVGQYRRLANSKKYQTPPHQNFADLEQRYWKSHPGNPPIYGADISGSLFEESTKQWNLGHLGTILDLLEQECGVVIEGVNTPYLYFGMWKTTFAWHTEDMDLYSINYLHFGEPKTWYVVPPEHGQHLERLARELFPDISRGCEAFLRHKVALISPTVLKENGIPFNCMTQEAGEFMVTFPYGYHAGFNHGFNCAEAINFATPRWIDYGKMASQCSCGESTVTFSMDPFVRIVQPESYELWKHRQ
# GAA inh: alpha-glucosidase (human) inhibition; P10253; purified human GAA, 4-MU-alpha-glucoside fluorescence; Potency, µM (highest dose often 76.9 µM), without a hit: at the top dose activity change, negative = inhibition, hits mostly inhibitors; hit rate 0.005% among 200,000;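 also: plate controls were uninhibited enzyme wells for no effect and no-enzyme background for full effect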
#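 Compounds are titrated up to 77 uM against 4 nM human enzyme. Substrate 4-methylumbelliferyl-alpha-D-pyranoside (400 uM) reacts 20 min at room temperature in pH 5.0 buffer; liberated 4-methylumbelliferone is read at 440 nm.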
# SMN2 splice enh: SMN2 splice variant enhancement; HEK293 SMN2-luciferase splicing reporter, luminescence, 30-36 h; Potency, µM (highest dose often 46.1 µM), inactives show at the top dose activity change, positive = activation, most hits filed as activators; hit rate 2.8% among 210,000; also: % of control where 0% means no effect; nearly all actives have a fitted effect of over 55% in size
#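 qHTS luciferase splicing reporter: luminescence rises when SMN2 exon 7 is included in transfected HEK293 cells. Compound exposure lasted 30-36 h at 37C, with 4.5 mM final sodium butyrate as control, followed by a ONE-Glo read.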
# GAA glycogen: alters human alpha-glucosidase cleavage of glycogen | hit rate 0.38% among 300,000 | Potency, µM (top dose mostly 76.4 µM), for the others: top-dose activity change, negative = inhibition, most hits filed as inhibitors | recombinant GAA, glycogen substrate, Amplex Red glucose oxidase fluorescence | P10253;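 also: 0% = full enzyme reaction and -100% = no-enzyme basal signal; the screen sought inhibitors and activators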
#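 Natural-substrate format: glycogen cleavage by 4 nM human enzyme, glucose read by Amplex Red coupling (Ex 573, Em 610 nm). Normalized to enzyme and no-enzyme controls.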
# * = called active by the depositor; ? = inconclusive; . = not tested or not shown; & = joins results of further samples; [ ] = remark or other dose. Unless noted, calls follow the shape of the dose curve; as a rule, active = well fitted curve in the direction sought with a large enough effect; inconclusive = small, poorly fitted or top-dose-only effect, or another doubt; inactive = no such curve, though single readings can be large; an effect the other way counts as inactive or inconclusive. Potency is read from the fitted curve at half-maximal effect. These rows are one share of the data (hit frequency here may not be typical).
SMILES,GLA spleen mod,ALDH1A1 block,RGS12 GoLoco inh,aGlu spleen mod,KDM4E inh,GAA inh,SMN2 splice enh,GAA glycogen
Cc1c(N=C2SCC(=O)N2/N=C\c2ccc(Br)cc2)c(=O)n(-c2ccccc2)n1C,2%,5%,-3%,-8%,-3%,?,-8%,-7%
CCCCC(=O)Nc1cc(C)c2c(=O)oc3ccccc3c2n1,8%,?,20%,-7%,?,7%,-12%,3%
CC(=O)Nc1ccc(C(=O)OCC(=O)Nc2ccccc2Sc2ccccc2)cc1,-16%,1%,-7%,-2%,-8%,-7%,-18%,-5%
CC1(C)CC(=O)C(C=NC(CCC(N)=O)C(=O)O)=C(O)C1 (stereo unspecified),-1%,-4%,-1%,-1%,-9%,-2%,10%,4%
CN1CCN(c2ncc(CN3C(=O)c4ccccc4C3=O)s2)CC1,5%,0%,2%,7%,5%,5%,6%,3%
CC(=O)NC1(c2nnnn2CCOC(=O)Nc2ccc(Cl)cc2)CCCC1,5%,-4%,-14%,2%,4%,0%,-21%,?
CCOc1ccc(CCNC(=O)C2CCN(c3nnc(-n4cccc4)s3)CC2)cc1,4%,12%,-3%,-1%,-1%,1%,-6%,8%
O=S(=O)(c1ccc(NC(=S)NC2CC2)cc1)N1CCOCC1,1%,?,1%,-3%,-8%,-11%,.,-18%
O=C(Cn1c(=O)n(Cc2ccco2)c(=O)c2cc(Cl)ccc21)NCC1CCCO1 (stereo unspecified),1%,25µM*,-2%,-7%,-7%,-1%,?,-1%
CCOc1ccc(CCNC(=O)COC(=O)c2nc3nc(C)cc(C)n3n2)cc1OCC,-2%,-2%,7%,-1%,7%,-25%,-19%,0%
O=C(Nc1ccc(-c2nc3ccccc3o2)c(O)c1)c1cc(-n2cnnc2)ccc1Cl,2%,?,58%[activator],-9%,?,-14%,-102%[inhibitor],-2%
CCCC(c1nnnn1C(C)(C)C)N1CCN(c2ccccc2)CC1 (stereo unspecified),4%,11%,13%,-1%,-8%,6%,.,2%
CC(C)(C#N)C(C)(C)c1nn[nH]n1,4%,8%,.,0%,1%,1%,.,18%
COc1cc(-c2nc(-c3ccc(C)nc3OC)no2)cc(OC)c1OC,4%,8%,-7%,8%,7%,-2%,9%,-1%
N#CC1=C(N)Oc2cc(N)ccc2C1C1CCCCC1 (stereo unspecified),22%,?,-23%,5%,?,1%,?,-6%
CCOC(=O)C(C)n1nc(-c2ccccc2)c2ccccc2c1=O (stereo unspecified),14%,-4%,9%,.,2%,-6%,-17%,-13%
O=C(Nc1cc(C(F)(F)F)ccc1-n1cncn1)c1ccc(Cl)cc1,-22%,-2%,-3%,-10%,-1%,-2%,-7%,-3%
N#CC1=C(N)n2c(s/c(=C\c3cccs3)c2=O)=C(C#N)C1c1cccs1 (stereo unspecified),-2%,?,.,-11%,?,0%,.,-9%
CN(C)CCCN1c2ccccc2Sc2ccc(C(F)(F)F)cc21,2%,11%,8%,-21%,-9%,-13%[15.4 µM],-27%,5%
Nc1nc(CCl)nc(N(c2ccccc2)c2ccccc2)n1,4%,.,4%,4%,7%,.,.,1%
CCn1c(SCC(=O)N2CCOCC2)nc(O)cc1=O,-2%,6%,5%,-1%,-6%,?,-5%,11%
C=CCn1c(SCC(=O)NC2CCCCC2)nnc1-c1sc(N)nc1C,-9%,-11%,8%,-5%,4%,6%,-1%,0%
CN(C)c1ncc2ncc(=O)n(Cc3ccc(F)cc3)c2n1,-5%,?,22%,9%,.,.,-9%,.
S=C(Nc1cccc(Cl)c1)N1CCN(Cc2ccccc2)CC1,-1%,-9%,-13%,-4%,9%,-3%,-27%,-3%
Cc1ccc(N/N=C(\C#N)C(=N)N2CCCCC2)cc1,14%,.,-3%,-1%,-6%,.,.,-8%
C(=N\N1CCN(c2ccccn2)CC1)/c1ccccn1,7%,-2%,6%,0%,-3%,4%,.,?
Cc1ccc(-c2ccc(/C=N/NC(=O)c3ccccc3O)o2)cc1,-5%,-10%,18%,-4%,?,?,.,0%
O=C(CSc1ccc(Cl)cc1)N1CCN(c2ccc(Cl)cc2[N+](=O)[O-])CC1,0%,16%,3%,-3%,-10%,-5%,-38%[inhibitor],-1%
O=C(c1cnc(N2CCN(c3ncccn3)CC2)c2ccccc12)N1CCN(c2ncccn2)CC1,-2%,?,-2%,4%,-10%,?,-51%[inhibitor],1%
Cc1ccc(C)n1-c1ccc(C(=O)/C=C/N(C)C)cc1,-4%,?,12%,-12%,-7%,-8%,6%,7%
O=C1C(Cc2ccc(O)cc2)NC(=S)N1c1ccccc1 (stereo unspecified),-6%,4%,-21%,-6%,5%,0%,-11%,?
COc1ccc(CC(=O)N2CCCC(C)C2)cc1 (stereo unspecified),-2%,-9%,7%,-10%,10%,?,-6%,8%
CCC1(C)Cc2ccccc2-c2c1c(=O)n(-c1ccc(C)cc1)c1nnnn21 (stereo unspecified),8%,?,-4%,0%,-3%,-10%,-15%,10%
CCOc1cc(/C=C2\C(=O)N(c3nc(-c4ccc(Br)cc4)cs3)N=C2c2ccccc2)ccc1O,4%,?,100%[activator],-14%,-9%,-15%,-42%,-22%
COc1ccc2cc(CN(CC3CCCO3)S(=O)(=O)c3ccc(C(C)=O)cc3)c(=O)[nH]c2c1 (stereo unspecified),-6%,?,-6%,2%,-5%,-1%,10%,7%
O=C(/C=C/c1ccc(S(=O)(=O)N2CCOCC2)cc1)NCc1ccccc1Cl,-2%,8.9µM*,-3%,-3%,2%,7%,-25%,-1%
O=C(CSc1nc2c(c(=O)n1-c1ccc(Br)cc1)SCC2)NCC1CCCO1 (stereo unspecified),7%,?,8%,-17%,6%,4%,-9%,0%
Cc1ccc(NC(=O)C2CCN(S(=O)(=O)c3cccc4cccnc34)CC2)nc1,-4%,4%,3%,0%,-2%,-3%[15.4 µM],4%,10%
Cc1ccc2[nH]cc(CCNC(=O)c3ccc([N+](=O)[O-])cc3)c2c1,-2%,-9%,0%,-3%,1%,-10%,-19%,1%
CC(=O)Nc1ccc2nc(-c3cccs3)[nH]c2c1,9%,?,-4%,9%,?,7%,?,2%
CC(C)C(OC(=O)c1cc2occc2n1C)C(=O)NCc1ccc2c(c1)OCO2 (stereo unspecified),-4%,?,-2%,-2%,-2%,5%,-17%,4%
CCOc1ccc(NS(=O)(=O)c2cc(OC)ccc2OC)cc1,2%,-4%,-4%,0%,-4%,0%,?,-1%
COc1cccc(-c2cc3nc(-c4ccccc4)cc(N4CCCC(O)C4)n3n2)c1 (stereo unspecified),?,?,15%,9%,?,?,.,-7%
O=C(OCCCCOC(=O)c1ccccc1)c1ccccc1,2%,.,8%,0%,-4%,.,.,5%
c1cc2c(cnc3cscc32)s1,10%,?,243%[activator],1%,?,6%,-4%,2%
O=C(Nc1ccccc1N1CCOCC1)c1csc2c1CCCC2,-6%,-12%,33%[activator],0%,13%,-6%,.,-6%
CC(C)CN1C(=O)C(=O)N(CC(=O)Nc2cc(Cl)ccc2Oc2ccccc2)C1=O,5%,?,9%,5%,-3%,-9%,2%,-4%
COc1ccc(-c2nc3nc(C)c(Cc4ccccc4)c(=O)n3[nH]2)cc1,-1%,-10%,4%,4%,?,8%,?,0%
Cc1cccc(NCc2ccccc2)c1,-6%,.,8%,0%,-2%,.,.,-11%
Cc1ccc(S(=O)(=O)NCCC(=O)N2CCN(Cc3ccccc3)CC2)cc1,0%,-11%,-6%,-4%,-1%,-6%,-29%,4%
CC(=O)Nc1cccc2c1C(=O)N(c1ccc(C)cc1)C2=O,2%,-6%,-1%,-4%,2%,5%,20%,-3%
O=C(C1CCCN1S(=O)(=O)c1cccc2cccnc12)N1CCN(c2ccccc2)CC1 (stereo unspecified),-2%,4%,9%,-2%,4%,3%[15.4 µM],-13%,1%
Cc1cc(OCC(=O)NC2CCN(C)CC2)ccc1[N+](=O)[O-],-4%,-8%,9%,-16%,-10%,3%,-1%,-13%
Clc1ccc(-c2c[nH]c3ccccc23)nn1,-8%,5%,9%,-7%,-1%,7%,23%,8%
COC(=O)/C(=C(/F)Sc1cc(C)c(O)c(C)c1)C(F)(F)F,-3%,-2%,-15%,4%,-2%,-8%,-3%,-20%
CCNc1nc(NC(C)(C)C)nc(Oc2ccc(=O)n(-c3ccccc3)n2)n1,-5%,-16%,4%,-4%,20%,-12%,4%&2%,2%
CC(C(=O)NCc1cccs1)N1C(=O)c2ccccc2C1=O (stereo unspecified),9%,6%,3%,3%,5%,?,0%,-1%
CCN(CC)CC#CCC1(O)c2ccccc2-c2ccccc21,6%,5%,7%,-10%,2%,2%,20%,0%
COc1ccc(C(=O)NC(NC(=S)Nc2ccc(S(N)(=O)=O)cc2)C(Cl)(Cl)Cl)cc1 (stereo unspecified),5%,-3%,6%,0%,-6%,-3%,-14%,-12%
O=C(Nc1ccc(Br)cc1F)C1CCCO1 (stereo unspecified),-4%,19%,8%,-3%,3%,-6%,-7%,6%
# Other records
SMILES,GLA spleen mod,ALDH1A1 block,RGS12 GoLoco inh,aGlu spleen mod,KDM4E inh,GAA inh,SMN2 splice enh,GAA glycogen
C/C(=N\Nc1cccc2cccnc12)c1ccccn1,4%,-14%,11%,-1%,?,-13%,2µM*,?
COc1ccc(COc2cc(-c3cccc(OC)c3)nc3ccc(NC(=O)C(C)C)cc23)cc1,2%,?,-2%,4%,?,4%,10%,-9%
CN(C)CCCN(C(=O)COc1ccccc1)c1nc2c(Cl)cccc2s1,5%,3%,-1%,.,-7%,-6%,-5%,0%
Cc1ccccc1NC(=O)c1cccc2nc3ccccc3nc12,11%,-14%,60%[activator],3%,7%,4%,4%,-6%
Cc1cccc(C(=O)O/N=C2\CCSc3ccc(C)cc32)c1,3%,10%,4%,-6%,-2%,0%,-10%,1%

# Sorted by SMILES length (rising): some entries from above
SMILES,GLA spleen mod,ALDH1A1 block,RGS12 GoLoco inh,aGlu spleen mod,KDM4E inh,GAA inh,SMN2 splice enh,GAA glycogen
C/C(=N\Nc1cccc2cccnc12)c1ccccn1,4%,-14%,11%,-1%,?,-13%,2µM*,?
CN(C)CCCN(C(=O)COc1ccccc1)c1nc2c(Cl)cccc2s1,5%,3%,-1%,.,-7%,-6%,-5%,0%
COc1ccc(COc2cc(-c3cccc(OC)c3)nc3ccc(NC(=O)C(C)C)cc23)cc1,2%,?,-2%,4%,?,4%,10%,-9%
